# Source: PubChem BioAssay
# Peg3 promoter: reduces Peg3 promoter-driven luciferase expression in HeLa; hit rate 1.7% among 360,000; inhibition, % at 20 µM; HeLa PEG-Prom luciferase reporter, luminescence, overnight;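 active means inhibition of at least 50% at 20 µM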
# iPSC survival up: increases survival of single human iPS cells; hit rate 0.044% among 360,000; survival enhancement, % at 20 µM; AID 602274; hiPSC single-cell survival, ATPlite luminescence; 100% = ROCK inhibitor wells, 0% = DMSO; in the data active means survival enhancement above about 18%;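 further: cells exposed to compounds for 16 hours before the ATP read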
# NR2E3 ag-1: human photoreceptor-specific nuclear receptor agonism; hit rate 0.35% among 360,000; inhibition of corepressor binding, % at 3.98 µM; Q9Y5X4; AID 602229; CHO-S Gal4-NCOR/VP16-NR2E3 two-hybrid, luciferase;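 active means inhibition above the mean of all tested compounds plus 3 SD, cut at about 70% in these data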;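 further: 0% = DMSO with NR2E3 transfected cells and 100% = cells lacking NR2E3 construct; higher means lower luciferase signal from less NR2E3 corepressor binding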
# Target sequence (Q9Y5X4 whole entry, looked up, the tested form may be a part): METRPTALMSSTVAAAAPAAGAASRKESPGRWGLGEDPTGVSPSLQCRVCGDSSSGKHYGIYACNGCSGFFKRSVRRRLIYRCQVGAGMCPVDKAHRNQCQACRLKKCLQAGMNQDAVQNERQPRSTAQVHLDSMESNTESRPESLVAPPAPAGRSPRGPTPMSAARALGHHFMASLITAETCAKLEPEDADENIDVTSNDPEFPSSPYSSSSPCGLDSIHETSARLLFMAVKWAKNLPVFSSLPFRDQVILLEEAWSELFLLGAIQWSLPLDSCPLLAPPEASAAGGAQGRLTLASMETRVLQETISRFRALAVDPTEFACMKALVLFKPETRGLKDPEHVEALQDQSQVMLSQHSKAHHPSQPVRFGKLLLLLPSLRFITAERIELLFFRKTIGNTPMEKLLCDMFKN
# CF NFkB block: inhibitors of cystic fibrosis induced NF-kB; hit rate 0.86% among 360,000; inhibition, % at 5 µM; KKLEB NF-kB-GFP reporter, PAF-induced, GFP fluorescence overnight;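 active means at least 50% inhibition at 5 µM, scaled per plate between neutral and stimulator controls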;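 further: PAF is a Pseudomonas aeruginosa culture filtrate used as stimulus; plate controls were PAF-stimulated DMSO wells for no effect and unstimulated DMSO wells for full effect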
# HIF-2a block: HIF-2a inhibition. 786-0 RCC cells HIF-2a reporter, luciferase luminescence, overnight. inhibition, % at 18.8 µM. hit rate 0.72% among 360,000. AID 624352;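 active means inhibition of the luminescence signal of 40% or more relative to plate controls, in a single-dose primary screen at 18.75 µM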
# EBV LMP1 NFkB: inhibitors of Epstein-Barr LMP1-induced NF-kappaB reporter; AID 504558; inhibition, % at 12.5 µM; LMP1-induced NF-kappaB luciferase reporter cells, luminescence; hit rate 0.69% among 350,000; in the data active means inhibition above about 41%;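 further: 0% = neutral control wells and 100% = reference inhibitor control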
# NR2E3 ag-2: activates human photoreceptor nuclear receptor NR2E3; Q9Y5X4; GST-NR2E3/biotin-RetCOR TR-FRET, 1536-well; inhibition of corepressor binding, % at 4.78 µM; hit rate 0.12% among 320,000; AID 2300;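 active means percent inhibition above the cutoff of mean plus 3 SD of all tested compounds, set per screening campaign, cut at about 20% in these data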;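 further: 0% = DMSO wells and 100% = biotin wells as full block of FRET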
#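 Test system: GST-NR2E3 and biotin-RetCOR proteins | Quantity: 1.35 nM GST-tagged NR2E3 final | Medium: Tris pH 7.5 | Also added: 7 nM biotin-RetCOR | Dosing: Compound at 4.8 µM, single dose | Timing: 5 h at 4 °C | Detection: Time-resolved FRET | Read-out basis: Percent inhibition | Benchmarks: Biotin wells as high control, 0.6% DMSO wells as low control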
# Shn3 inh set2: inhibitors of Schnurri-3 3'UTR reporter in osteoblasts. Clone20 osteoblast Shn3 3'UTR firefly luciferase, 24 h. inhibition, % at 12.5 µM. hit rate 0.52% among 360,000. AID 588674;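 active means mean inhibition of at least 75% with every replicate also reaching 75%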;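 further: 0% = median of neutral control wells and 100% = pilot-screen positive control compound; some compounds past the cut are filed as inactive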
# TRPM1 prom inh: reduces MITF-dependent TRPM1 promoter luciferase signal | hit rate 0.83% among 330,000 | SK-MEL-5 TRPM1 promoter luciferase, 24 h | AID 488899 | inhibition, % at 12.5 µM;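 active means mean inhibition across replicates of 60% or more, whatever share of single replicates reaches that level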; further: values of inactives mirror those of a sister screen read the other way
# KKLEB tox: reduces viability of KKLEB cystic fibrosis airway cells; KKLEB CF airway cells viability, ATPlite luminescence, overnight; stronger effect = lower value; cells stimulated with P. aeruginosa culture filtrate; activity change (cytotoxicity), % at 5 µM; hit rate 0.36% among 360,000; AID 602141;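 active means corrected activity change at or below -50% at 5 µM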
# TRAIL sens C8: caspase-8 TRAIL sensitization; NB7+C8 cells + TRAIL, ATPlite viability luminescence; inhibition (viability loss, TRAIL sensitization), % at 10 µM; hit rate 1% among 360,000;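 active means compounds causing at least 50% loss of cell viability in the single-dose screen, relative to plate controls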
# Numbers without * were called inactive; . = no result given.
# Start of the data: the first 2 entries (preview)
mol	KKLEB tox	HIF-2a block	Shn3 inh set2	NR2E3 ag-1	TRPM1 prom inh	CF NFkB block	iPSC survival up	EBV LMP1 NFkB	Peg3 promoter	NR2E3 ag-2	TRAIL sens C8
NC(=O)c1ncc(C(F)(F)F)cc1Cl	12.3	14.4	17.9	-36.9	24.2	-0.5	1.1	-3.4	4.0	5.2	-3.2
CCN1C(=O)C(CC(=O)Nc2ccc(OC)cc2)N(CCc2ccccc2)C1=S (centres undefined)	-40.1	-1.0	4.0	4.8	-5.2	2.0	-0.6	4.3	13.1	-2.4	3.3

# The list itself (from the top)
mol	KKLEB tox	HIF-2a block	Shn3 inh set2	NR2E3 ag-1	TRPM1 prom inh	CF NFkB block	iPSC survival up	EBV LMP1 NFkB	Peg3 promoter	NR2E3 ag-2	TRAIL sens C8
NC(=O)c1ncc(C(F)(F)F)cc1Cl	12.3	14.4	17.9	-36.9	24.2	-0.5	1.1	-3.4	4.0	5.2	-3.2
CCN1C(=O)C(CC(=O)Nc2ccc(OC)cc2)N(CCc2ccccc2)C1=S (centres undefined)	-40.1	-1.0	4.0	4.8	-5.2	2.0	-0.6	4.3	13.1	-2.4	3.3
O=P(O)(COc1ccccc1)COc1ccccc1	1.6	26.4	-9.6	-12.6	5.7	5.5	-0.8	-2.1	13.5	1.3	0.8
COCCCNC(=O)/C(C#N)=C/c1c(N2CCN(c3cccc(Cl)c3)CC2)nc2c(C)cccn2c1=O	20.4	-9.0	-2.4	-3.6	-3.4	-25.3	0.5	7.6	26.2	-0.6	41.1
COc1ccccc1N(CC(O)COc1ccccc1C)S(=O)(=O)c1ccccc1 (centres undefined)	5.4	23.1	2.5	-4.3	-10.5	-4.0	-0.8	-3.2	21.9	-1.5	-2.2
COc1ccc(-n2c(C)cc(C(=O)CN3C(=O)NC4(CCCc5sccc54)C3=O)c2C)cc1 (centres undefined)	-3.2	24.1	25.4	29.1	-14.7	-24.0	-2.8	1.6	1.1	-0.4	-13.9
Cc1ccc(C(C[N+](=O)[O-])c2c(-c3ccccc3O)[nH][nH]c2=O)cc1 (centres undefined)	-9.6	-20.5	35.0	-42.6	-0.2	28.2	-2.2	0.2	96.2*	-1.5	4.7
CCN(CC)C(=O)CCCOc1ccc(Cl)cc1Cl	5.0	-195.0	-33.0	-104.2	-73.1	6.4	1.8	-21.2	-213.2	0.2	2.9
Cc1cc(C(=O)Nc2sc(C)c(C)c2C#N)no1	-8.5	-93.9	-17.3	-100.0	-24.6	-0.8	0.3	-7.5	-82.3	4.9	39.4
CCN(CC)CCn1c2c(c(SCC(=O)Nc3cccc(C(C)=O)c3)nc1=O)CCCC2	-1.2	-1.1	-3.9	8.9	-6.3	8.6	0.4	5.2	-2.6	.	18.8
COc1cccc(C(=O)N(CN2CCCC2=O)c2cccc(Cl)c2)c1OC	7.6	22.9	-11.3	1.0	8.7	0.2	10.1	6.5	8.5	-0.3	-11.6
O=C(CC1C(=O)NCCN1Cc1ccc(-c2ccccc2)cc1)NCC1CC1 (centres undefined)	-9.9	6.7	11.6	3.8	6.7	6.4	3.3	5.5	6.1	4.8	-2.6
Cc1ccc(C2(C)NC(=O)N(CC(=O)N(C)CC(=O)Nc3cccc4ccccc34)C2=O)cc1 (centres undefined)	-23.6	-2.6	-5.6	-24.0	-0.3	3.3	0.3	3.5	3.7	1.1	-15.3
CCc1cccc(OCCN2CCCC2)c1	-0.5	19.1	-14.7	-16.2	-11.5	5.4	-1.8	-1.9	17.8	-1.2	6.5
CCCCc1nc2cc(C(=O)N3CCC(O)CC3)ccc2o1	-9.0	-178.7	-78.3	-59.9	-40.1	-9.8	-0.3	-9.9	-82.8	.	10.8
COc1ccc(C2C(C(C)=O)=C(C)Nc3ncnn32)c(OC)c1OC (centres undefined)	5.4	14.3	0.8	-9.9	8.4	-16.5	-0.3	-20.7	-0.9	-1.7	-10.5
CCOc1ccc(N(CC)C(=O)COc2cc(=O)n(CC)c3ccccc23)cc1	0.0	14.2	-28.3	3.4	3.8	-17.3	2.4	-2.2	9.4	2.8	-16.7
CC(CCc1ccccc1)NC(=O)c1ccncc1 (centres undefined)	-1.7	5.0	7.8	-20.2	2.5	9.2	1.1	5.9	22.5	-1.5	-18.0
CN(CCC1CCCCO1)C(=O)CCc1nnc(C2CCCCC2)o1 (centres undefined)	-3.7	-152.5	-48.0	-24.0	-30.2	8.5	-0.8	-19.0	-157.2	3.3	18.0
CCOc1ccccc1C(=O)n1nc(C)cc1C	8.1	11.6	-6.3	-6.2	6.9	-3.3	0.2	2.5	15.4	2.9	10.1

# Continued.
mol	KKLEB tox	HIF-2a block	Shn3 inh set2	NR2E3 ag-1	TRPM1 prom inh	CF NFkB block	iPSC survival up	EBV LMP1 NFkB	Peg3 promoter	NR2E3 ag-2	TRAIL sens C8
CC1=NN(C(=O)CCCc2ccccc2)C(O)(C(F)(F)F)C1 (centres undefined)	3.9	15.5	-1.4	4.9	-4.7	10.6	-0.5	-0.6	6.8	0.5	-4.9
Cc1ccc(C)c(Cn2nnc3c(=O)[nH]c(C4CCN(C(=O)c5cccs5)CC4)nc32)c1	6.4	30.3	12.0	10.6	-3.1	-7.1	-1.5	-24.0	37.0	0.4	-13.2
Cc1cc(C)nc(SCc2ccc(F)cc2)n1	-3.5	-2.8	8.9	-0.2	-5.1	-1.6	-0.6	-3.7	-20.3	0.6	9.1
CC(C)OCCCNC(=S)Nc1ccc(S(N)(=O)=O)cc1	8.4	4.4	-17.8	0.3	-11.3	-6.3	2.0	6.0	4.0	2.0	-4.9
CCSc1nsc(NC(=O)Nc2ccccc2Cl)n1	6.5	-321.6	4.6	-91.2	-23.8	21.1	-0.7	-20.6	-157.6	.	-0.3
CCN1CCN(Cc2ccc(NC(=O)c3ccc(C)c(NC(=O)c4csc(-c5ccncc5)n4)c3)cc2C(F)(F)F)CC1	-8.5	21.7	-1.3	-11.7	49.1	70.8*	-4.9	17.7	-9.0	4.7	4.9
O=C(CN(C(=O)c1csnn1)c1ccc(F)cc1)NCc1ccc(F)cc1	-3.9	14.1	-27.4	-18.4	5.6	13.0	0.3	3.8	2.5	-1.1	0.3
Cc1cc(C(=O)COC(=O)c2ccc3c(c2)OCO3)c(C)n1Cc1cccs1	0.9	-195.8	-4.4	89.8*	-17.8	-1.3	-2.2	-16.0	-290.6	2.5	18.6
COc1cccc(COC(=O)c2c(C)nn(-c3ccccc3)c2Cl)c1OC	0.2	-25.1	15.5	-12.1	-11.8	7.9	-0.3	0.7	-22.6	1.7	-4.3
CC1(C)CC(=O)C(C(C#Cc2ccccc2)C2=C(O)CC(C)(C)CC2=O)=C(O)C1	10.3	-71.6	-12.9	-26.6	-2.5	-5.6	0.4	-18.7	-29.0	1.9	6.0
COc1ccc(NC(=O)CN(C)S(=O)(=O)c2ccc(Cl)cc2)cn1	-12.7	0.0	-13.5	-19.5	.	6.9	0.2	-2.5	1.8	-0.6	-8.7
Cn1cc(C(=O)c2ccc(Cl)cc2Cl)cc1C=O	-1.0	18.6	4.1	-0.9	-1.5	3.3	6.3	-2.0	12.8	-1.5	-0.7
CCC(C)NC(=O)NC1C(NC(=O)NC(C)CC)N(C)C(=O)N1C (centres undefined)	8.9	12.2	-15.2	-20.8	3.6	13.3	-0.6	6.9	0.0	-0.6	-7.6
O=C(Cn1ncc2c3ccccc3n(Cc3ccccc3F)c2c1=O)NCCCN1CCCC1=O	-13.1	25.6	3.1	-11.9	5.0	0.1	2.1	-1.8	8.1	3.6	-17.1
CCN(CC)S(=O)(=O)c1cccc(NC(=O)CCNC(=O)c2ccccc2Cl)c1	14.3	19.1	8.6	-8.9	6.1	6.2	1.0	1.9	13.6	-0.6	8.0
O=C(N/N=C/C(Br)=C\c1ccccc1)c1ccco1	2.7	-329.5	-119.4	-120.4	-98.7	-14.8	-0.5	-17.2	-341.1	-6.7	18.9
Cc1ccc(S(=O)(=O)NCc2cccnc2)cc1C(=O)NC1CCCCC1	1.1	-6.0	-5.2	17.5	-1.6	4.9	-0.2	2.6	10.4	0.0	9.6
COc1cc(C2C(C#N)=C(N)OC3=C2C(=O)CCC3)ccc1OC(=O)N1CCOCC1 (centres undefined)	7.8	10.7	-10.7	-1.0	4.5	-1.6	0.3	-12.5	12.0	5.1	-15.3
O=C(Nc1nn[nH]n1)c1ccc(S(=O)(=O)N2CCCCC2)cc1	-3.5	6.1	-3.0	-11.7	-8.1	-5.8	3.0	2.1	-0.4	2.4	0.1
CCc1ccccc1NC(=O)N1CCCc2ccccc21	-3.0	-3.2	-15.0	32.1	3.7	-20.4	-0.2	3.2	2.7	.	24.2

# The listing continues:
mol	KKLEB tox	HIF-2a block	Shn3 inh set2	NR2E3 ag-1	TRPM1 prom inh	CF NFkB block	iPSC survival up	EBV LMP1 NFkB	Peg3 promoter	NR2E3 ag-2	TRAIL sens C8
Cc1cccn2c(=O)c3cc(C(=O)NCc4ccco4)c(=N)n(C(C)C)c3nc12	1.6	10.8	-6.4	-8.1	-5.6	-7.3	7.2	1.4	-3.7	-0.6	2.6
Cc1[nH]c2ccccc2c1C(=O)CSc1ccccc1	0.4	-172.3	-54.6	-59.8	-14.1	-3.6	-0.6	-12.4	-126.4	1.1	24.6
O=C(Nc1c(C(=O)N2CCOCC2)oc2ccccc12)c1cccc([N+](=O)[O-])c1	1.5	-2.5	5.3	2.3	4.0	-22.0	-0.5	1.8	-9.7	-2.1	-11.0
O=C(CN1CCC(c2nc3ccccc3s2)CC1)NCc1cccs1	-12.1	-89.5	20.8	29.4	-4.5	12.9	1.0	14.2	-6.0	3.2	15.9
CN(C(=O)CN1C(=O)S/C(=C\c2ccccc2F)C1=O)C1CCS(=O)(=O)C1 (centres undefined)	1.5	8.1	8.3	-30.4	0.1	4.2	-0.4	2.2	-12.8	-1.7	-9.8
COc1ccc(C(N)c2csc(Nc3ccc(C(=O)NCCCO)cn3)n2)cc1 (centres undefined)	-15.0	9.2	4.0	12.0	.	20.8	-0.1	.	5.9	.	6.0
NC(=O)c1cccc(CC(=O)c2ccccc2)c1	8.6	-3.9	-4.7	-43.9	7.4	-0.4	0.3	3.9	-13.0	-1.4	-9.4
COCCNc1ncnc2c1ncn2[C@H]1CN(Cc2ccncc2)C[C@@H](CO)O1	-3.0	3.9	6.4	-2.9	.	12.6	0.6	.	-0.9	.	-8.6
COc1ccccc1-n1c(SCC(=O)Nc2cccc(S(N)(=O)=O)c2)nc2ccccc2c1=O	-8.1	13.3	-2.2	-5.0	19.7	7.1	0.0	-0.1	-3.6	0.0	-4.6
CCC(CO)N=C1CC(C)(C)CC(=O)/C1=C(/O)CCCN1C(=O)c2ccccc2C1=O (centres undefined)	-2.7	25.5	-2.4	13.4	8.6	2.1	1.1	6.1	8.3	1.8	-9.8
Brc1ccc2c(c1)OCCOCCOCCOCCOCCOCCO2	10.1	17.6	-10.2	8.8	-8.9	-10.7	-1.0	-0.5	6.2	2.4	18.8

# Some of the compounds tested, so the mix of outcomes need not match the whole.
